Assay outcomes deposited in PubChem BioAssay by several laboratories.
STK33 kinase inh = inhibitors of human STK33 kinase; purified STK33, MBP phosphorylation, ADP-Glo luminescence; Q9BYT3; 320,000 tested, 0.073% active; inhibition, % at 10 µM;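 active = inhibition at or above 25%, using the most active replicate where run in duplicate; inactive = inhibition below 25%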
Target sequence (Q9BYT3 whole entry, looked up): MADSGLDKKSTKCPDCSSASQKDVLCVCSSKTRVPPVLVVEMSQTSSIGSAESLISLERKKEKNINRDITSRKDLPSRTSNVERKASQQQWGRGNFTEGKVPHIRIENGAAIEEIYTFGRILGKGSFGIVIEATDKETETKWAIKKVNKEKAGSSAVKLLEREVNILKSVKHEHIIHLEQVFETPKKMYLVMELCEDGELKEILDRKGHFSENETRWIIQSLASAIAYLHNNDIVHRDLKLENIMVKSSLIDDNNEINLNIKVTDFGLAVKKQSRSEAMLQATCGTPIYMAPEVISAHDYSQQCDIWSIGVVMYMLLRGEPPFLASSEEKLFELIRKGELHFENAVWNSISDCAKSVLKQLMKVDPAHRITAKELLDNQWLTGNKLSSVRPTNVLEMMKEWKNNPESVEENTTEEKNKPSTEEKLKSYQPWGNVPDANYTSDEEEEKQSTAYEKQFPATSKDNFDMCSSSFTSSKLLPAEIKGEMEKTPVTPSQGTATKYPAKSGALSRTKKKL
Kir21 block = inhibitors of mouse Kir2.1 inward-rectifier potassium channel | P35561 | HEK293-Kir2.1, FluxOR thallium flux fluorescence; stronger effect = lower value | B-score at 10 µM | 310,000 tested, 0.85% active;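 active = fluorescence ratio B-score at or below minus 3 SD of library scores, with starting-brightness B-score within 2 SD, cut at about -4.2 in these data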;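 also: channel flux triggered by added potassium and thallium sulfate stimulus; B-score of peak minus minimum fluorescence over baseline after thallium stimulus; more negative B-score means stronger Kir2.1 block with less thallium influx; some compounds called inactive have numbers as strong as hits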
Target sequence (P35561 whole entry, looked up): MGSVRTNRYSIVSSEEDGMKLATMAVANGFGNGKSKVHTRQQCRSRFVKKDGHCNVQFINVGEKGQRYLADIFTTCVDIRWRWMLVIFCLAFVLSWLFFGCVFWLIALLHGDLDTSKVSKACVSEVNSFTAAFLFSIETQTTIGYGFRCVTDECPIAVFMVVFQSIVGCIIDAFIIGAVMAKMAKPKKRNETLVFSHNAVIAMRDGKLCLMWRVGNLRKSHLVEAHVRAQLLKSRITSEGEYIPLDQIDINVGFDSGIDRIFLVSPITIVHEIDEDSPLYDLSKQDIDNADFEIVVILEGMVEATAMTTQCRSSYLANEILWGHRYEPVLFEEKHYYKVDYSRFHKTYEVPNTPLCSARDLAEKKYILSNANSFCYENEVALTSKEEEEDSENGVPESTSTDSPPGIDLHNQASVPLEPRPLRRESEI
* hit, by the source's call; / = no result given.

Preview:
SMILES | STK33 kinase inh | Kir21 block
O=C(Nc1ccncc1)C1CCN(S(=O)(=O)c2c(Cl)cccc2Cl)CC1 | 0.0 | 1.3
O=S(=O)(c1ccc(SCc2ccccc2)nc1)N1CCCCCC1 | -0.2 | /

The list itself, from the start:
SMILES | STK33 kinase inh | Kir21 block
O=C(Nc1ccncc1)C1CCN(S(=O)(=O)c2c(Cl)cccc2Cl)CC1 | 0.0 | 1.3
O=S(=O)(c1ccc(SCc2ccccc2)nc1)N1CCCCCC1 | -0.2 | /
Cc1nc([N+](=O)[O-])cn1C(C)C | -2.2 | -0.25
COc1cccc(Nc2nc3ccc(OC)cc3s2)c1 | 2.0 | 1.4
Cc1ccc2sc(-c3ccc(NC(=O)c4cc(-n5cnnc5)ccc4Cl)cc3)nc2c1 | -1.2 | 0.28
CN(C)c1ccc(/C=C(\C#N)c2ccccn2)cc1 | 4.5 | -2.5
CCC(CC)C(=O)N1CCN(Cc2nc3ccccc3c(=O)[nH]2)CC1 | -1.6 | 0.03
CCC1CCc2sc(C(=O)NNC(=O)c3ccncc3)cc2C1 (stereo not given) | -1.1 | 1.7
Cc1cc(C)nc(NCC(O)CNc2ccccc2Cl)n1 (stereo not given) | -0.7 | -2
Cc1ccc(C(=O)NCCCc2ccccc2)s1 | 0.6 | 0.09
CC(C)c1nnc(NC(=O)C2CCCN2C(=O)Nc2ccc(F)cc2)s1 (stereo not given) | 0.3 | 0.73
O=C(Nc1ccc(F)cc1)C(c1ccccc1)N1CCN(CC(=O)N2CCOCC2)CC1 (stereo not given) | 0.2 | /
O=C(CN(C(=O)c1csnn1)c1ccc(Br)cc1)NC1CCCCC1 | -0.1 | -0.01
Nc1c(Br)c(=O)[nH]c(=O)n1-c1ccccc1 | -2.6 | 0.85
CCCOC(=O)Nc1cc(OC)ccc1[N+](=O)[O-] | 0.5 | -0.13
COc1cc(OC)cc(C(=O)NCC(=O)N2CCN(Cc3ccccc3)CC2)c1 | -0.2 | /
Cc1cccc(C)c1NC(=O)CNC(=O)c1ccccc1 | 0.8 | 0.14
O=C(Nc1c2c(nn1-c1ccccc1)CS(=O)(=O)C2)c1cc2ccccc2o1 | -1.1 | 0.22
CC(Sc1nc(C2CC2)n(-c2ccccc2)n1)C(=O)c1c(N)n(C)c(=O)n(C)c1=O (stereo not given) | -1.9 | -0.47
COc1ccccc1N1CCN(C(=O)c2ccc(COc3cccc4c3OC(C)(C)C4)cc2)CC1 | 0.5 | -0.35
CC(C)OP(=O)(c1ccc(N(C)C)cc1)C(O)c1ccc(Br)cc1 (stereo not given) | -0.7 | -0.2
CCOC(=O)C1CCCN(C(=O)CN2CCN(Cc3ccc(Cl)cc3)C2=O)C1 (stereo not given) | -1.6 | -0.83
CC(=O)C[C@H](O)CC(=O)[C@H]1OC(=O)CC/C=C\Cc2ccccc21 | -1.8 | /
COc1cccc(NC2CC(=O)N(CCc3ccccc3)C2=O)c1 (stereo not given) | -1.0 | 0.99
C=CCn1c(=N)n(CC(=O)OCC)c2ccccc21 | -1.7 | 0.05
Cc1ccc(NC(=O)COC(=O)CC2SC(N3CCCC3)=NC2=O)cc1 (stereo not given) | -1.0 | /
COCCn1c(C)cc(C(=O)COC(=O)CCN2C(=O)c3ccccc3C2=O)c1C | 0.0 | -1.7
O=C(O)c1ccccc1NS(=O)(=O)c1cccc2cccnc12 | -2.1 | 0.6
Cn1c(=O)c2c(ncn2CC(O)CNc2ccc(F)cc2)n(C)c1=O (stereo not given) | -1.7 | 0.79
CCc1c(C)nc(N)nc1OCC(F)(F)C(F)F | -1.6 | -0.78
Nc1c(S(=O)(=O)c2cccc(Cl)c2)c2nc3ccccc3nc2n1/N=C/c1ccc(O)c(O)c1 | -2.6 | 0.03
C=CCNC(=S)Nc1c(N)n(C)c(=O)n(C)c1=O | -0.1 | 1.1
COc1cc(OC)c(/C=N/N2CCN(c3ccccc3OC)CC2)c(OC)c1 | -0.8 | 2.2
CCC(C(=O)NC1CC(C)(C)NC(C)(C)C1)c1ccccc1 (stereo not given) | -0.1 | -0.01
Cn1cc(/C=N/n2cnc3scc(-c4ccccc4)c3c2=O)c2ccccc21 | 0.4 | -2.5
CC(C)CCNC(=O)CN(Cc1ccco1)C(=O)c1snc(C(N)=O)c1N | -5.7 | -2
CC(=O)c1ccc(S(=O)(=O)Oc2ccc(C(=O)O)cc2Cl)cc1 | 0.5 | /
CCOC(=O)c1cc2c(=O)c3cc(C)ccc3oc2nc1C | 0.1 | 0.02
NNC(=O)c1ccc(COCC(F)(F)F)cc1 | -1.4 | 2.3
Cc1ccc(SCC(=O)NCc2ccccc2)cc1 | -1.1 | -0.35

As a short view, part of the list above:
SMILES | STK33 kinase inh | Kir21 block
CC(C)OP(=O)(c1ccc(N(C)C)cc1)C(O)c1ccc(Br)cc1 (stereo not given) | -0.7 | -0.2
CCOC(=O)C1CCCN(C(=O)CN2CCN(Cc3ccc(Cl)cc3)C2=O)C1 (stereo not given) | -1.6 | -0.83
CC(=O)C[C@H](O)CC(=O)[C@H]1OC(=O)CC/C=C\Cc2ccccc21 | -1.8 | /
COc1cccc(NC2CC(=O)N(CCc3ccccc3)C2=O)c1 (stereo not given) | -1.0 | 0.99

Carrying on:
SMILES | STK33 kinase inh | Kir21 block
Cc1ccc(-c2nnc(CCC(=O)NCC3C4CC5CC(C4)CC3C5)o2)s1 (stereo not given) | -1.7 | -1.4
O=C(Cn1cnc2cc([N+](=O)[O-])ccc2c1=O)NCCc1ccc(F)cc1 | 0.5 | 0.7
NCCc1ccc(O)c(O)c1 | 0.4 | -0.17
O=C(Nc1ncccc1O)c1ccc(S(=O)(=O)N2CCCCCC2)cc1 | -0.2 | -1
CCOC(=O)/C=C1\CN(Cc2cc(OC)c(OC)c(OC)c2)S(=O)(=O)c2ccc(C(F)(F)F)cc21 | 0.2 | -2.5
CCCc1n(CC(O)COCC2CC=CCC2)c2ccccc2[n+]1C (stereo not given) | 0.4 | -0.5
Cc1nnc(NC(=O)CSc2nnc(-c3ccco3)n2C(C)C)s1 | -0.1 | -0.56
COC(=O)c1cccnc1NC(=S)NC1CCCCC1 | -1.1 | 1.2
Cc1ccc(S(=O)(=O)Nc2ccccc2F)cc1C(=O)OC(C)C(=O)N1CCOCC1 (stereo not given) | -0.6 | 0.9
COc1cc(/C=N/NC(=O)c2nc3ccccn3c2C)cc(OC)c1O | 1.1 | -0.4
COc1ccc(/C=N/NC(=O)c2ccc3c(c2)NC(=O)C(C)(C)O3)cc1OC | -0.7 | -0.04
CCOP(=O)(OCC)/C(=N/OC(=O)c1ccc(OC)cc1)C(N)=O | -0.5 | -1.6
CSCCC(NC(=O)c1cccc(C)c1)C(=O)O (stereo not given) | -0.5 | -1.1
Cc1cccc2c1N(CCOc1ccccc1Cl)C(=O)C2=O | 0.1 | 0.35
Cc1ccc(C)c(NC(=O)CN(C)C(=O)COc2ncnc3sccc23)c1 | -2.1 | -0.81
COc1ccc2cc(S(=O)(=O)n3cnc(C)c3)ccc2c1 | 4.7 | -0.4
COC(=O)c1nn(-c2ccccc2)c(Cl)c1/C=N/O | 0.4 | 1.7
Cc1ccc2cc3cc(C(=O)NCCCN4CCCC4=O)oc3nc2c1 | -0.6 | -0.2
CNC(=O)COC(=O)c1ccc([N+](=O)[O-])cc1Cl | -1.0 | -0.17
O=C(NCC(c1cccnc1)N1CCOCC1)c1ccc2c(c1)OCO2 (stereo not given) | / | -0.07
Cc1ccccc1Nc1nc(N)nc(CSc2nnc(-c3ccccc3)n2C)n1 | 2.2 | 0.94
Cc1ccc(S(=O)(=O)Nc2c3ccccc3nc(=O)n2-c2ccccc2)cc1 | 0.2 | -0.45
O=C(Nc1ccccc1)C1=C[C@H](c2ccccc2)C[C@H](OCCCCO)O1 | 0.4 | -3
COc1cc(C(=O)NCC(=O)OC(C)C(=O)Nc2ncc(Cl)cc2Cl)cc(OC)c1OC (stereo not given) | -0.2 | -2.2
O=C(O)c1ccc(N/N=C/c2c(F)cccc2Cl)cc1 | -1.2 | -0.28
Cc1cccn2c(=O)c3cc(C(=O)NCc4cccnc4)c(=N)n(CC4CCCO4)c3nc12 (stereo not given) | -0.9 | 0.14
COc1cc2[nH]c(C(=O)N3CCN(c4ccccc4F)CC3)cc2c(OC)c1OC | -1.0 | 1.2
O=C(NC(=S)NCc1ccccc1)c1ccccc1[N+](=O)[O-] | -0.2 | -2
O=C(NCc1ccccc1)Nc1cccn(Cc2cccc(F)c2)c1=O | -0.8 | -0.78
CN1CCN(c2ccccc2NC(=O)c2ccc(-c3cccc(Cl)c3)o2)CC1 | 6.2 | 0.14
C=C(C)c1cccc(C(C)(C)NC(=O)N(C)C2CCN(C)CC2)c1 | / | 1.7
CNC(=O)CSc1nnc(-c2ccncc2)n1Cc1ccccc1 | -0.3 | -0.99
CCOc1ccc2nc(SCC3CC3(Cl)Cl)[nH]c2c1 (stereo not given) | -0.2 | 0.09
CCN1CCN(CCNC(=O)c2ccc(/C=C3/Sc4ccccc4N(Cc4ccccc4C)C3=O)cc2)CC1 | / | -5.6*
O=C(Cc1ccccc1)Nc1cccc(C(=O)O)c1O | -0.8 | 0.37
CC(=O)N1CCc2cc3nc(C)cc(C)c3cc21 | 0.5 | -0.56
CC(NC(=O)c1cc(Br)cs1)C1CCCO1 (stereo not given) | -0.2 | 1.3
Cc1ccc(S(=O)(=O)NCC(=O)N2CCCC2)cc1 | -2.5 | -0.32
COc1ccccc1CN1CCN(Cc2nc(Cc3ccccc3)no2)CC1 | -1.8 | 0.02
CC1CCc2c(nc3ncnn3c2Nc2ccc(OC(F)(F)F)cc2)C1 (stereo not given) | 1.5 | 0.56

Ordered by value in Kir21 block (low to high): some entries from above.
SMILES | STK33 kinase inh | Kir21 block
Cc1ccc(S(=O)(=O)Nc2c3ccccc3nc(=O)n2-c2ccccc2)cc1 | 0.2 | -0.45
CCOc1ccc2nc(SCC3CC3(Cl)Cl)[nH]c2c1 (stereo not given) | -0.2 | 0.09
CC1CCc2c(nc3ncnn3c2Nc2ccc(OC(F)(F)F)cc2)C1 (stereo not given) | 1.5 | 0.56

(more compounds)
SMILES | STK33 kinase inh | Kir21 block
CCN(CC)c1ccc(C(=S)NCc2ccccc2)cc1 | -2.3 | -0.01
O=C(Nc1ccc(Cl)cc1F)c1ccccc1Br | -0.1 | -1.1
CCn1c(=O)c(C(=O)CN2CCc3ccccc32)c(N)n(Cc2ccccc2)c1=O | 2.3 | -0.53
CC(=O)NC(CC(=O)OCC(=O)c1ccc(NC(=O)CC(C)C)cc1)c1ccccc1 (stereo not given) | 0.7 | /
O=C(COc1ccc(Cl)cc1)NCC(=O)N/N=C/c1cccs1 | 4.3 | 0.11
CCOC(=O)N1CCN(C(=O)C(CC)c2ccccc2)CC1 (stereo not given) | -2.1 | 0.1
Cc1nc(NC(=O)c2ccccc2)sc1-c1csc(NCc2ccccc2)n1 | -1.8 | -0.31
Cc1nc2cc(C(=O)OCC(=O)NC(C)C(C)C)ccc2n1-c1ccccc1 (stereo not given) | -0.4 | 1.4
Cc1cc(F)c(F)c(C(=O)N2CCCCC2C)c1Cl (stereo not given) | 0.0 | -1.9
CCOC(=O)c1sc(NC(=O)c2ccco2)nc1C | -0.8 | -0.54
COC(=O)C1=C(CS(=O)(=O)c2ccc(OC)c(OC)c2)NC(=O)NC1c1ccc(O)c(OC)c1 (stereo not given) | -1.5 | -1.3
COc1ccccc1[C@@H]1C(c2cccc(C)c2)=NN(c2ccccc2)[C@H]1C(=O)N1CCOC1=O | -0.8 | 1.6
Cc1cc(C)c(C(=O)N2CCCC(C(=O)c3cc(F)ccc3F)C2)o1 (stereo not given) | -2.0 | -1.4
Cc1oc2cc([N+](=O)[O-])c(O)c([N+](=O)[O-])c2c1C(=O)c1ccc(Cl)cc1 | -1.6 | 4.2
C/C=C/c1ccccc1OCc1ccc(C(=O)O)o1 | -2.3 | -1.8
CCOc1ccc(C(=O)NCC(=O)N2CCN(c3ccc(C(F)(F)F)cn3)CC2)cc1 | -0.5 | /
O=C(O)c1cc(S(=O)(=O)Nc2ccccc2Cc2ccccc2)ccc1Cl | -1.9 | 0.38
COc1cccc(NC(=S)N(Cc2ccccn2)Cc2ccccc2Cl)c1 | -0.4 | -1.2
Cc1ccc(-n2c(C)nnc2SCC(=O)N(C)C2CCS(=O)(=O)C2)cc1 (stereo not given) | -1.3 | /
CCCc1ccc2oc(C(=O)N3CCCC3)c(C)c2c1 | 0.8 | 1.3

Single records (already shown):
`CCOC(=O)C1CCCN(C(=O)CN2CCN(Cc3ccc(Cl)cc3)C2=O)C1` (stereo not given) in the list: STK33 kinase inh: -1.6; Kir21 block: -0.83
`C=CCNC(=S)Nc1c(N)n(C)c(=O)n(C)c1=O` in the list: STK33 kinase inh: -0.1; Kir21 block: 1.1

Following part:
SMILES | STK33 kinase inh | Kir21 block
CN1CCN(c2ncnc3c2cnn3-c2ccc(Cl)cc2)CC1 | -0.6 | 0.17
CC1=NNC(=O)C1C(c1ccccc1)C(C#N)C#N (stereo not given) | -1.0 | -1.3
Cc1ccc2[nH]c(=O)c(-c3nc4c(C)cccn4c3NCc3ccco3)cc2c1 | -1.1 | -0.07
CCn1c(CC(=O)Nc2ccccc2)n[nH]c1=S | 2.1 | -0.02
CC(C)(C)c1ccc(OCCC(=O)Nc2cccc(S(=O)(=O)N3CCOCC3)c2)cc1 | -5.2 | 1.7
COc1ccc2c(c1)c1c3n2CCN(C)C3=NCC1 | 0.6 | 0.85
O=C(NN=C1CCCCC1)Nc1ccccc1Cl | -0.8 | -0.58
N/C(=N\OC(=O)c1cc(-c2ccccc2)nc2ccccc12)c1ccncc1 | -1.6 | -1.1
CS(=O)(=O)Nc1nc2ccccc2[nH]1 | -1.0 | 1.2
Cc1noc2ncc(C(=O)c3cc(F)ccc3O)cc12 | -1.6 | /
CN(C)S(=O)(=O)c1cccc(C(=O)Nc2ccc(S(=O)(=O)N3CCCC3)cc2)c1 | -1.4 | -0.2
CCc1nnc(NC(=O)C(C)Sc2ccccc2)s1 (stereo not given) | -0.4 | -1.6
CNS(=O)(=O)c1cccc(C(=O)OCC(=O)Nc2nc(OC)cc(OC)n2)c1 | -0.4 | /
